Bioassay records from PubChem.
GSTO1 counter: GSTO1 inhibition, counter-screen for RBBP9 inhibitors. AID 1974. 1.1% of 300,000 active. recombinant GSTO1, activity-based probe fluorescence polarization. P78417. inhibition, % at 5.96 µM;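 active means inhibition above the campaign mean inhibition plus 3 SD, cut at about 35% in these data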;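 further: 0% = GSTO1-1 with DMSO and 100% = wells lacking GSTO1-1 enzyme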
PREPL inhibitor: human PREPL enzyme inhibition | Q4J6C6 | recombinant PREPL, fluorescence polarization activity-based probe | inhibition, % at 5.96 µM | 0.68% of 320,000 active; in the data active means inhibition above about 43%;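 further: 0% = enzyme with DMSO and 100% = wells lacking enzyme; many of its hits are not listed in these tables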
LYPLA2 counter: blocks human lysophospholipase 2, a PME1 counter-screen; AID 2177; inhibition, % at 5.9 µM; 0.38% of 320,000 active; recombinant LYPLA2, FP-Rh probe fluorescence polarization; O95372;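 active means inhibition above the screen-wide mean plus 3 SD, limit set per campaign, cut at about 26% in these data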;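 further: 0% = LYPLA2 with DMSO and 100% = wells lacking LYPLA2 enzyme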
Target sequence (O95372 whole entry, looked up): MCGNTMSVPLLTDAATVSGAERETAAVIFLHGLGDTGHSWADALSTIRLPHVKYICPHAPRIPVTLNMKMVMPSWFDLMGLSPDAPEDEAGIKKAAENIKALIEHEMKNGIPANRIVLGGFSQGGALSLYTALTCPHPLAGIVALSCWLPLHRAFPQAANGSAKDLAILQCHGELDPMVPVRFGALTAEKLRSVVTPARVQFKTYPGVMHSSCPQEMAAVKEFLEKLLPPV
LYPLA1 counter: blocks human lysophospholipase 1, a PME1 counter-screen; O75608; recombinant LYPLA1, FP-Rh probe fluorescence polarization; inhibition, % at 5.9 µM; 0.16% of 320,000 active; AID 2174;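 active means inhibition above the mean of all tested compounds plus 3 SD, set per campaign, cut at about 14% in these data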;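 further: inhibitors block serine hydrolase probe labeling of LYPLA1 so polarization falls; 0% = enzyme with DMSO and 100% = wells lacking LYPLA1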
ZTA counter: blocks Epstein-Barr virus ZTA, an EBNA-1 counter-screen | P03206 | 0.15% of 320,000 active | ZTA-DNA binding, fluorescence polarization | inhibition, % at 11 µM; in the data active means inhibition above about 33%
PAFAH2 inh: PAFAH2 (human) inhibition; Q99487; recombinant PAFAH2, FP-rhodamine activity probe, fluorescence polarization; inhibition, % at 3.39 µM; 0.99% of 340,000 active; AID 492956;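 active means inhibition above the mean over all tested compounds plus 3 SD, cut at about 30% in these data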;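 further: inhibitors block probe labeling of enzyme so polarization drops; 0% = enzyme with DMSO and 100% = wells lacking PAFAH2 protein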
PAD4 FP inh: blocks human protein arginine deiminase 4; Q9UM07; recombinant PAD4, RCA probe fluorescence polarization; inhibition, % at 6.36 µM; 0.41% of 330,000 active; AID 485272;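 active means percent inhibition above a cutoff equal to the mean of all tested compounds plus 3 SD, cut at about 15% in these data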;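 further: 0% = PAD4 with RCA probe and DMSO and 100% = probe without PAD4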
Target sequence (Q9UM07 whole entry, looked up): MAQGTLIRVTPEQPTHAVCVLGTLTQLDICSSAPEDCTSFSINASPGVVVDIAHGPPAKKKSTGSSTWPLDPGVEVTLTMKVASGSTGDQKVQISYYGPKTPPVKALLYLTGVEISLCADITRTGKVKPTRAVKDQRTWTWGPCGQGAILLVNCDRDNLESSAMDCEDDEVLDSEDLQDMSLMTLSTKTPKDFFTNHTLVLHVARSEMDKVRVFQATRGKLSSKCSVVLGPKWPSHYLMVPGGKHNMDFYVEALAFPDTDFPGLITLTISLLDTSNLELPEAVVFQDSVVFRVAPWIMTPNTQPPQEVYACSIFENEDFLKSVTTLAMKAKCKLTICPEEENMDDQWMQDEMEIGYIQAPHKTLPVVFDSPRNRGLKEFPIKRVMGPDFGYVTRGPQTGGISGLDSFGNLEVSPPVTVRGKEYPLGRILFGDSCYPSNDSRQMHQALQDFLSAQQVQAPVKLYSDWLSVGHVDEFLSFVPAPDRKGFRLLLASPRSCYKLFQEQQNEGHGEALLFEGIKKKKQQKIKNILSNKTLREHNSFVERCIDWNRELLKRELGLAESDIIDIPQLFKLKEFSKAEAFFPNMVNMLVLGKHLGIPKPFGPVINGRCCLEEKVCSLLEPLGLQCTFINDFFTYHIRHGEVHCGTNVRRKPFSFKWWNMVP
EBNA-1 inhibitor: blocks EBNA-1 binding to DNA | 0.34% of 300,000 active | AID 1950 | inhibition, % at 14.8 µM | EBNA-1 DNA binding, fluorescence polarization; in the data active means inhibition above about 28%
PAFAH1B3 FP inh: blocks human PAF acetylhydrolase 1B catalytic subunit 3 | Q15102 | recombinant PAFAH1B3, FP-rhodamine probe, fluorescence polarization | inhibition, % at 3.39 µM | 0.28% of 340,000 active;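 active means inhibition above the screen-wide average of all tested compounds plus 3 SD, cut at about 25% in these data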;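 further: 0% = enzyme with DMSO only and 100% = wells lacking PAFAH1B3 protein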
An asterisk follows results filed as active.

`COc1ccc(-c2nnn(Cc3ccccc3F)n2)cc1` gave GSTO1 counter -2, PREPL inhibitor 1, LYPLA2 counter -4, LYPLA1 counter 1, ZTA counter -1, PAFAH2 inh 7, PAD4 FP inh 3, EBNA-1 inhibitor -6 and PAFAH1B3 FP inh 8.
`CCN(c1ccccc1)S(=O)(=O)c1ccc(OC)c(NC(=O)CNCC(C)O)c1` (configuration not stated) gave GSTO1 counter 3, PREPL inhibitor 14, LYPLA2 counter 2, LYPLA1 counter 3, ZTA counter 0, PAFAH2 inh -6, PAD4 FP inh 1, EBNA-1 inhibitor 4 and PAFAH1B3 FP inh 7.
CCC(=O)Nc1cccc2c1C(=O)N(C)C2=O was read as GSTO1 counter -2, PREPL inhibitor -1, LYPLA2 counter 5, LYPLA1 counter 0, ZTA counter 8, PAFAH2 inh -5, PAD4 FP inh 1, EBNA-1 inhibitor 5 and PAFAH1B3 FP inh -4.
`CCOC(=O)c1ccccc1NS(=O)(=O)c1ccc(OC)cc1` gave GSTO1 counter -1, PREPL inhibitor 2, LYPLA2 counter 3, LYPLA1 counter -1, ZTA counter 12, PAFAH2 inh 5, PAD4 FP inh -1, EBNA-1 inhibitor 10 and PAFAH1B3 FP inh 0.
CN1CC[n+]2c(CN3C(=O)c4ccccc4C3=O)csc21 was read as GSTO1 counter 1, PREPL inhibitor 6, LYPLA2 counter -1, LYPLA1 counter 2, ZTA counter 12, PAFAH2 inh -4, PAD4 FP inh 3, EBNA-1 inhibitor -10 and PAFAH1B3 FP inh -5.
Cc1ccc2c(c1)[nH]c1c(N3CCN(Cc4ccccc4)CC3)ncnc12 was read as GSTO1 counter -2, PREPL inhibitor 55*, LYPLA2 counter -2, LYPLA1 counter -1, ZTA counter 3, PAFAH2 inh 0, PAD4 FP inh -1, EBNA-1 inhibitor 2 and PAFAH1B3 FP inh 5.
`COc1cc2cc3c(N)c(C(=O)NCc4ccco4)sc3nc2cc1OC` gave GSTO1 counter -17, PREPL inhibitor 46*, LYPLA2 counter 1, LYPLA1 counter -4, ZTA counter -4, PAFAH2 inh 0, PAD4 FP inh -6, EBNA-1 inhibitor 6 and PAFAH1B3 FP inh 9.
`Cc1cc(C)c(NC(=O)CS(=O)CC(=O)NCCN2CCCCCC2)c(C)c1` (configuration not stated) gave GSTO1 counter 3, PREPL inhibitor -4, LYPLA2 counter 3, LYPLA1 counter 1, ZTA counter 8, PAFAH2 inh -3, PAD4 FP inh 0, EBNA-1 inhibitor 0 and PAFAH1B3 FP inh -8.
O=C1c2ccccc2NC(c2c(Cl)cccc2Cl)N1Cc1ccccc1 (configuration not stated) was read as GSTO1 counter -11, PREPL inhibitor 6, LYPLA2 counter -12, LYPLA1 counter -2, ZTA counter 3, PAFAH2 inh 7, PAD4 FP inh 1, EBNA-1 inhibitor -1 and PAFAH1B3 FP inh 6.
CC(C)c1ccc(N(CC(=O)NCC2CCCO2)C(=O)CCC(=O)Nc2nccs2)cc1 (configuration not stated) was read as GSTO1 counter -4, PREPL inhibitor -8, LYPLA2 counter -4, LYPLA1 counter 0, ZTA counter -2, PAFAH2 inh -18, PAD4 FP inh -12, EBNA-1 inhibitor 10 and PAFAH1B3 FP inh 8.
For CC(C)c1nc(SCC(=O)N2CCc3ccccc32)n[nH]1 the results were GSTO1 counter 2, PREPL inhibitor 4, LYPLA2 counter -6, LYPLA1 counter -3, ZTA counter -5, PAFAH2 inh 3, PAD4 FP inh -1, EBNA-1 inhibitor -6 and PAFAH1B3 FP inh 9.
Cc1ccc(CNc2oc(-c3ccco3)nc2S(=O)(=O)c2ccccc2)cc1 was read as GSTO1 counter -6, PREPL inhibitor 12, LYPLA2 counter 1, LYPLA1 counter -1, ZTA counter 0, PAFAH2 inh 6, PAD4 FP inh 3, EBNA-1 inhibitor 3 and PAFAH1B3 FP inh -9.
For CC(=O)NC(=S)Nc1ccc(NC(=O)c2cccs2)cc1 the results were GSTO1 counter -7, PREPL inhibitor -1, LYPLA2 counter -8, LYPLA1 counter -3, ZTA counter 0, PAFAH2 inh -1, PAD4 FP inh -1, EBNA-1 inhibitor -7 and PAFAH1B3 FP inh -1.
COc1ccccc1C1=NOC(Cn2c(NCCCO)nc3c2c(=O)n(C)c(=O)n3C)C1 (configuration not stated) was read as GSTO1 counter -6, PREPL inhibitor 15, LYPLA2 counter 0, LYPLA1 counter 2, ZTA counter -24, PAFAH2 inh 4, PAD4 FP inh 0, EBNA-1 inhibitor -15 and PAFAH1B3 FP inh 14.
COc1ccc2c(c1)cc(C(=O)N[C@@H](Cc1ccccc1)C(=O)O)n2C was read as GSTO1 counter 4, PREPL inhibitor 6, LYPLA2 counter -1, LYPLA1 counter 1, ZTA counter -11, PAFAH2 inh -6, PAD4 FP inh -9, EBNA-1 inhibitor -21 and PAFAH1B3 FP inh 1.
Cc1nnc2ccc(N3CCC4(CC3)OCCO4)nn12 was read as GSTO1 counter 0, PREPL inhibitor -5, LYPLA2 counter 3, LYPLA1 counter 3, ZTA counter -1, PAFAH2 inh 8, PAD4 FP inh 0, EBNA-1 inhibitor 8 and PAFAH1B3 FP inh 15.
`Clc1ccc(-c2nc3cnccn3c2Nc2ccc3c(c2)OCO3)cc1` gave GSTO1 counter 3, PREPL inhibitor 25, LYPLA2 counter -4, LYPLA1 counter 0, ZTA counter 0, PAFAH2 inh 16, PAD4 FP inh -3, EBNA-1 inhibitor -8 and PAFAH1B3 FP inh 5.
`COC(=O)[C@@H](NC(=O)O[C@@H]1C(=O)c2ccc(OC)cc2O[C@H]1c1cccc(C(F)(F)F)c1)C(C)C` gave GSTO1 counter 6, PREPL inhibitor 13, LYPLA2 counter -2, LYPLA1 counter -4, ZTA counter -4, PAD4 FP inh 5 and EBNA-1 inhibitor 11.
For O=C(O)CC(NNC(=O)c1ccccc1)C(=O)Nc1ccc([N+](=O)[O-])cc1 (configuration not stated) the results were GSTO1 counter 4, PREPL inhibitor 21, LYPLA2 counter 4, LYPLA1 counter 2, ZTA counter 7, PAFAH2 inh 11, PAD4 FP inh 1, EBNA-1 inhibitor -4 and PAFAH1B3 FP inh 2.
`Cc1ccc(S(=O)(=O)N(CC(=O)N2CCCCCC2)c2ccccc2)cc1` gave GSTO1 counter -3, PREPL inhibitor 17, LYPLA2 counter -1, LYPLA1 counter 0, ZTA counter 6, PAFAH2 inh 2, PAD4 FP inh -2, EBNA-1 inhibitor 4 and PAFAH1B3 FP inh 4.
Screening CCOC(=O)C1CCCN(C(=O)C2CCN(c3nnc(-n4cccc4)s3)CC2)C1 (configuration not stated) returned GSTO1 counter 0, PREPL inhibitor -1, LYPLA2 counter 0, LYPLA1 counter 0, ZTA counter 19, PAFAH2 inh -1, PAD4 FP inh -3, EBNA-1 inhibitor 4 and PAFAH1B3 FP inh 1.
For Cc1n[nH]c(C)c1S(=O)(=O)N1CCCC(C(=O)NCc2cccs2)C1 (configuration not stated) the results were GSTO1 counter 5, PREPL inhibitor 7, LYPLA2 counter 3, LYPLA1 counter -3, ZTA counter -12, PAFAH2 inh -1, PAD4 FP inh 3, EBNA-1 inhibitor -5 and PAFAH1B3 FP inh 4.
`Cc1nn(Cc2ccccc2)c(C)c1NC(=O)CSc1nnc(-c2cc(Cl)ccc2O)n1C` gave GSTO1 counter 9, PREPL inhibitor -1, LYPLA2 counter 1, LYPLA1 counter -4, ZTA counter -2, PAFAH2 inh 6, PAD4 FP inh 2, EBNA-1 inhibitor 2 and PAFAH1B3 FP inh 12.
For CC(C)[C@@H](C(=O)O)N(Cc1cccc(CN([C@H](C(=O)O)C(C)C)S(C)(=O)=O)c1)S(C)(=O)=O the results were GSTO1 counter -1, PREPL inhibitor 9, LYPLA2 counter -1, LYPLA1 counter -4, ZTA counter 1, PAFAH2 inh 0, PAD4 FP inh 2, EBNA-1 inhibitor -7 and PAFAH1B3 FP inh 8.
O=S(=O)(NCC(c1cccnc1)N1CCN(Cc2ccccc2)CC1)c1ccc(F)cc1 (configuration not stated) was read as GSTO1 counter 3, PREPL inhibitor 17, LYPLA2 counter -2, LYPLA1 counter 1, ZTA counter 4, PAFAH2 inh -3, PAD4 FP inh -2, EBNA-1 inhibitor 4 and PAFAH1B3 FP inh -1.
For Cc1cccc(N2C(=O)c3cccc4c(N)ccc(c34)C2=O)c1 the results were GSTO1 counter 9, PREPL inhibitor 1, LYPLA2 counter 18, LYPLA1 counter 12, ZTA counter 4, PAFAH2 inh 17, PAD4 FP inh 27*, EBNA-1 inhibitor -7 and PAFAH1B3 FP inh 16.
Screening Cc1sc2nc(SCC(=O)NCc3cccs3)[nH]c(=O)c2c1C returned GSTO1 counter -9, PREPL inhibitor -6, LYPLA2 counter -2, LYPLA1 counter 1, ZTA counter -1, PAFAH2 inh -17, PAD4 FP inh 0, EBNA-1 inhibitor -2 and PAFAH1B3 FP inh 15.
COc1ccccc1N(CC(=O)NC(C)(C)C)C(=O)C1CSC(=O)C1 (configuration not stated) was read as GSTO1 counter 9, PREPL inhibitor 5, LYPLA2 counter 4, LYPLA1 counter -3, ZTA counter -7, PAFAH2 inh -1, PAD4 FP inh -2, EBNA-1 inhibitor -7 and PAFAH1B3 FP inh 3.
`O=C(COc1ccc2ccc(=O)oc2c1)NC1CCN(Cc2ccccc2)CC1` gave GSTO1 counter 2, PREPL inhibitor -1, LYPLA2 counter 6, LYPLA1 counter 1, ZTA counter 2, PAFAH2 inh 10, PAD4 FP inh -2, EBNA-1 inhibitor -1 and PAFAH1B3 FP inh 6.
COc1cc(/C=C2\C(=N)N3N=CSC3=NC2=O)ccc1OS(=O)(=O)c1ccccc1[N+](=O)[O-] was read as GSTO1 counter -6, PREPL inhibitor -2, LYPLA2 counter 1, LYPLA1 counter -3, ZTA counter 5, PAFAH2 inh 4, PAD4 FP inh -1, EBNA-1 inhibitor -8 and PAFAH1B3 FP inh 7.
`CN(C)c1ccc(S(=O)(=O)N2CCCCC2)cc1NC(=O)CCNC(=O)c1ccco1` gave PREPL inhibitor 1, LYPLA2 counter -2, LYPLA1 counter 2, ZTA counter 12, PAFAH2 inh 7, PAD4 FP inh -1 and PAFAH1B3 FP inh 4.
Screening COc1ccc(CNCCSc2nnnn2C)c(OC)c1OC returned GSTO1 counter 5, PREPL inhibitor 3, LYPLA2 counter 2, LYPLA1 counter -1, ZTA counter 0, PAFAH2 inh 8, PAD4 FP inh 2, EBNA-1 inhibitor -7 and PAFAH1B3 FP inh 3.
Screening CCOC(=O)C1CCN(C(=O)C2(NC(=O)Nc3ccccc3Cl)CCCCC2)CC1 returned GSTO1 counter 1, PREPL inhibitor 1, LYPLA2 counter -4, LYPLA1 counter 0, ZTA counter 2, PAFAH2 inh 2, PAD4 FP inh 4, EBNA-1 inhibitor 10 and PAFAH1B3 FP inh 1.
`CC[C@@H](C)[C@H](CNC)NC[C@@H](Cc1cccc2ccccc12)NCCc1cccc(C(F)(F)F)c1` gave GSTO1 counter 5, PREPL inhibitor 29, LYPLA2 counter 3, LYPLA1 counter -1, ZTA counter -19, PAFAH2 inh -5, PAD4 FP inh -2, EBNA-1 inhibitor 2 and PAFAH1B3 FP inh -5.
Screening CCn1c(=O)c2c(nc3n2CCCN3Cc2ccccc2)n(C)c1=O returned GSTO1 counter 5, PREPL inhibitor 13, LYPLA2 counter 9, LYPLA1 counter 3, ZTA counter 5, PAFAH2 inh 3, PAD4 FP inh -2, EBNA-1 inhibitor -4 and PAFAH1B3 FP inh 5.
`Nc1cc(N)nc(SCc2cc([N+](=O)[O-])cc3c2OCOC3)n1` gave GSTO1 counter -2, PREPL inhibitor -1, LYPLA2 counter 3, LYPLA1 counter -2, ZTA counter 17, PAFAH2 inh 0, PAD4 FP inh -5, EBNA-1 inhibitor 2 and PAFAH1B3 FP inh 2.

Some of the compounds tested, so the mix of outcomes need not match the whole.
